Source: PubChem BioAssay (several laboratories)
HEK293 NFkB inh – inhibitors of PMA/ionomycin-induced NF-kB reporter, primary screen, antigen receptor NF-kB inhibitor project, cell-based, HEK-293 luciferase reporter, luminescence; HEK-293 NF-kB luciferase reporter; inhibition, % at 3 µM; 0.21% of 62,000 active; AID 465, 2006;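 active means inhibition above the mean of all tested compounds plus 3 SD, cut at about 40% in these data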;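 further: 0% = stimulated DMSO wells and 100% = 10 µM reference inhibitor 5653914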
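System – HEK-293 cells with stable firefly luciferase reporter driven by four HIV NF-kB elements · Doses – one dose, 3 µM · Schedule – 1 h compound pre-incubation, 16 h PMA/ionomycin at 37 °C · Technique – luminescence from luciferase substrate reagent · Measure – percent inhibition normalized per plate to DMSO and reference-inhibitor controls · Replicates – tested once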
SF-1 act – activators of human SF-1, primary screen, cell-based, CHO-K1, Gal4-SF-1 LBD, luciferase luminescence; 1.9% of 65,000 active; CHO-K1 Gal4-SF-1 LBD luciferase reporter; % increase over DMSO SF-1-specific signal; activation, % at 10 µM; Steroidogenic factor 1 (Homo sapiens), Q13285;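 active means activation above the mean activation of all tested compounds plus 3 SD, cut at about 50% in these data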
Target sequence (Q13285 whole entry, looked up, the tested form may be a part): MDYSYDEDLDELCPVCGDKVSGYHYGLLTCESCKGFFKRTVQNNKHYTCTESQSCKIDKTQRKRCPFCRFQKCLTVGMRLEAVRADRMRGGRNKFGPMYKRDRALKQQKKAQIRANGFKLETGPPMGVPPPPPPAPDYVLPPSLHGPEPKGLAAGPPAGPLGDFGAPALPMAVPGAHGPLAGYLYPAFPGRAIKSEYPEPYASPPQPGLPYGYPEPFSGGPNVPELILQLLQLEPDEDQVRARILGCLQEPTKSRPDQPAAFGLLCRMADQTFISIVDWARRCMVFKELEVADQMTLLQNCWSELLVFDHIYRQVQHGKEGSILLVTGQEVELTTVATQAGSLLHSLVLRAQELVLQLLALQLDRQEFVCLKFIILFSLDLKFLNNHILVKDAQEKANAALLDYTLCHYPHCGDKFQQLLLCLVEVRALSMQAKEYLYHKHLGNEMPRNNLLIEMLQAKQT
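material = CHO-K1 cells with Gal4–hSF-1 LBD chimera plus Gal4-driven luciferase | compound = 10 µM single point, 1% DMSO | incubation = 20 h compound exposure at 37 °C after 1 h cell settling | measured by = SteadyLite luciferase luminescence | evaluation = percent activation relative to DMSO median and mock-transfected background | control set = DMSO negative control and −SF1 background wells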
M1 antagonist – antagonists of rat M1 muscarinic receptor; B-score at 10 µM; Muscarinic acetylcholine receptor M1 (Rattus norvegicus), P08482; 3.4% of 64,000 active; CHO-M1 cells, Fluo-4 calcium, ACh EC80 antagonist mode; stronger effect = lower value;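 active means calcium fluorescence response, raw or row-and-column corrected B-score, differing from the plate sample mean either way at a set confidence level, mostly lower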
Target sequence (P08482 whole entry, looked up): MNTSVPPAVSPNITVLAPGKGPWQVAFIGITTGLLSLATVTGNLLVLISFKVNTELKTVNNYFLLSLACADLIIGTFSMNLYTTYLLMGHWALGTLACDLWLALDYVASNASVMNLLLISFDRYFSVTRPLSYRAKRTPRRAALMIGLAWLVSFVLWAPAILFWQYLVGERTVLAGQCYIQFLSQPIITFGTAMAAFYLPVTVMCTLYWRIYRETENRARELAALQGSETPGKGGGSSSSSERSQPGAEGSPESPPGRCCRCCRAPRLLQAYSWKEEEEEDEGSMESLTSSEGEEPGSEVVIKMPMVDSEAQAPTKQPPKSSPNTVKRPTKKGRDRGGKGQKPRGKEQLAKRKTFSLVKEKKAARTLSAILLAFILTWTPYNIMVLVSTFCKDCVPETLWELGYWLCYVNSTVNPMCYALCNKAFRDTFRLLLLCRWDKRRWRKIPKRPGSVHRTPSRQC
Jurkat viability – cytotoxicity toward Jurkat T cells, primary screen, cytotoxicity control, cell-based, Jurkat E6.1, 60K MLSMR library; inhibition, % at 4 µM; Jurkat E6.1 viability, ATP luminescence, 48 h; 1.2% of 56,000 active; AID 463, 2006;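 active means inhibition above the mean inhibition of all tested compounds plus 3 SD, cut at about 28% in these data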
TNAP act mid DEA – human TNAP enzyme activators, primary screen, biochemical, luminescent, intermediate phosphate acceptor level; activation factor at 20 µM; Alkaline phosphatase, tissue-nonspecific isozyme (Homo sapiens), P05186; purified TNAP, CDP-star luminescence, 100 mM DEA, 30 min; stronger effect = higher value; scale: 0 levamisole-inhibited, 1 vehicle-only enzyme; 64,000 tested, under 10 active;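 active means activation factor of at least 2 at 20 µM, relative to controls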
tolC growth inh – growth inhibitors of E. coli tolC mutant, primary screen, strain BW25113 ΔtolC::kan, 384-well. growth inhibition, % at 10 µM (by protocol). OD615. AID 573, 2007. 2.2% of 65,000 active;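 active means growth inhibition at or above a cutoff equal to the mean over every tested compound plus 3 SD, cut at about 60% in these data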;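 further: growth measured after 20 h incubation at 37 °C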
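Signal: optical density read at 615 nm; Assay system: E. coli ΔtolC::kan strain BW25113; Times: 20 h incubation with compound, 37 °C; Dosing: 10 µM final, single dose.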
D1 allo mod – D1 CRE-luciferase signal change, two-sided – cell-based, HEK293 D1, dopamine EC30, D1 allosteric modulator project, primary screen. dopamine EC30 potentiation; actives deviate in either direction. B-score at 10 µM. 5.9% of 58,000 active. AID 641, 2007;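 active means luminescence count or its row- and column-corrected plate score outside the 99.7% band of the plate's sample wells, on either side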
NADH coupling – inhibitors of PK/LDH coupling enzymes, profiling panel, artefact control, biochemical, MLSMR library | coupled PK/LDH NADH assays, four targets | IC50, µM (doses to about 10 µM), for the others: at the top dose inhibition | 0.02% of 65,000 active | AID 774, 2007;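 active means single-dose screening hits from any of four coupled enzyme assays that gave an IC50 when retested across doses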;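 further: the DPM-DC format reads NADH fluorescence rather than 340 nm absorbance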
M1 ag – M1 muscarinic receptor agonists, primary screen, CHO-M1 cells, Fluo-4 calcium, agonist mode; 3% of 64,000 active; Muscarinic acetylcholine receptor M1; AID 626, 2007; Fluo-4 calcium fluorescence; stronger effect = higher value; B-score at 10 µM;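 active means fluorescence rise, raw or as B-score row- and column-corrected plate score, outside the 99.7% band of its plate's samples, either direction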
* = called active by the depositor; [ ] = remark or other dose.

CC(=O)C1C(c2ccccc2OC(F)F)NC(=O)NC1(O)C(F)(F)F (configuration not stated) was read as HEK293 NFkB inh 10.2, SF-1 act -3.4, M1 antagonist -0.222, Jurkat viability 1.2, TNAP act mid DEA 0.9, tolC growth inh 1.0, NADH coupling 5.0% and M1 ag -0.114.
`CCOC(=O)C1(C)NC(c2ccc(N(C)C)cc2)C2C(=O)N(c3ccc(OC)cc3)C(=O)C21` (configuration not stated) gave HEK293 NFkB inh 12.8, SF-1 act 2.0, M1 antagonist -1.72, Jurkat viability 0.5, TNAP act mid DEA 1, tolC growth inh 6.6, D1 allo mod -0.464, NADH coupling 1.0% and M1 ag 0.678.
For COc1cccc(-n2nnc3c(=O)n(CC(=O)N4CCC(C)CC4)cnc32)c1 the results were HEK293 NFkB inh 9.2, SF-1 act 15.9, M1 antagonist 0.131, Jurkat viability -4.9, tolC growth inh 4.1, D1 allo mod -0.435, NADH coupling 7.0% and M1 ag 0.0825.
Screening Cn1c(=O)oc2cc(S(=O)(=O)N3CCCC(C(=O)NCCN4CCOCC4)C3)ccc21 (configuration not stated) returned HEK293 NFkB inh 9.0, SF-1 act -22.7, M1 antagonist -0.846, Jurkat viability -2.8, TNAP act mid DEA 1, tolC growth inh -14.9, D1 allo mod -1.18, NADH coupling 3.0% and M1 ag 1.2.
For COCCOC(=O)c1[nH]c2c(c1C)C(=O)CC(c1ccccc1)C2 (configuration not stated) the results were HEK293 NFkB inh 29.5, SF-1 act -19.4, M1 antagonist 0.176, TNAP act mid DEA 0.9, tolC growth inh -18.0, NADH coupling 6.0% and M1 ag -0.182.
CCOC(=O)c1c(N)sc(C(O)(C(F)(F)F)C(F)(F)F)c1-c1ccc(OC)cc1OC was read as HEK293 NFkB inh 21.7, SF-1 act 5.5, M1 antagonist 1.53, Jurkat viability -3.9, TNAP act mid DEA 0.9, tolC growth inh 47.6, D1 allo mod 0.496, NADH coupling 3.0% and M1 ag 2.46.
`OCCNc1nc(OCC(F)(F)F)nc(N2CCN(C34CC5CC(CC(C5)C3)C4)CC2)n1` gave HEK293 NFkB inh 1.2, SF-1 act 0.1, M1 antagonist -1.56, Jurkat viability -3.4, TNAP act mid DEA 0.9, tolC growth inh 4.6, D1 allo mod 0.946, NADH coupling 5.0% and M1 ag 0.0374.
For Cc1cccc(C)c1OCc1nnc(SCC(=O)Nc2nccs2)o1 the results were HEK293 NFkB inh 24.6, SF-1 act -9.9, M1 antagonist -0.486, Jurkat viability 9.4, TNAP act mid DEA 0.9, tolC growth inh 10.6, D1 allo mod 0.00458, NADH coupling 3.0% and M1 ag 0.7.
Screening CC1CCN(C(C(=O)Nc2ccc3c(c2)OCO3)c2ccccc2)CC1 (configuration not stated) returned HEK293 NFkB inh 14.4, SF-1 act -4.3, M1 antagonist -2.13, Jurkat viability 2.5, TNAP act mid DEA 0.9, tolC growth inh 7.3, D1 allo mod -2.43, NADH coupling 0.0% and M1 ag 2.1.
Cc1sc2nc3n(c(=O)c2c1C)NC(=O)CC3 was read as HEK293 NFkB inh 9.8, SF-1 act -2.7, M1 antagonist -2.42, Jurkat viability -3.3, TNAP act mid DEA 0.9, tolC growth inh -2.8, NADH coupling 3.0% and M1 ag -0.147.
Screening CC1=C(C)C(=O)NC(Nc2nc(C)c3cc(C)cc(C)c3n2)N1 (configuration not stated) returned HEK293 NFkB inh 0.9, SF-1 act 16.4, M1 antagonist -1.7, Jurkat viability -0.8, TNAP act mid DEA 0.8, tolC growth inh 58.1, D1 allo mod -3.22*, NADH coupling 2.0% and M1 ag 0.901.
Screening CC(=O)Nc1cc(OC(=O)c2ccco2)cc(OC(=O)c2ccco2)c1 returned M1 antagonist -0.0192, TNAP act mid DEA 0.9, tolC growth inh -12.9, D1 allo mod 0.0268, NADH coupling 2.0% and M1 ag 0.0389.
COc1ccc(C2=NOC(C(=O)NCc3ccc(F)cc3)C2)cc1OC (configuration not stated) was read as HEK293 NFkB inh 33.2, SF-1 act 3.3, M1 antagonist -0.681, Jurkat viability 93.3*, TNAP act mid DEA 0.9, tolC growth inh 3.9, D1 allo mod 36.7*, NADH coupling 4.0% and M1 ag -1.29.
Screening CC(C)(C)c1n[nH]c(=S)n(N)c1=O returned HEK293 NFkB inh 1.7, SF-1 act 1.3, M1 antagonist 0.212, Jurkat viability -6.3, TNAP act mid DEA 1, tolC growth inh -2.8, D1 allo mod 0.341, NADH coupling 5.0% and M1 ag 0.137.
CC(=O)Nc1ccc(-c2nc(C)c(C(C)=O)n2O)cc1 was read as HEK293 NFkB inh 10.1, SF-1 act 7.8, Jurkat viability -5.9, TNAP act mid DEA 0.9, tolC growth inh -4.8, D1 allo mod -1.04 and NADH coupling 5.0%.
Screening CC1CN(C(=O)CSc2ncnc3sccc23)CC(C)O1 (configuration not stated) returned HEK293 NFkB inh 13.2, SF-1 act -7.1, M1 antagonist 0.429, Jurkat viability 4.0, TNAP act mid DEA 0.9, tolC growth inh -1.6, NADH coupling 3.0% and M1 ag -0.175.
COc1ccc(-c2ccc(-c3noc(-c4cccs4)n3)c(OC)n2)cc1 was read as HEK293 NFkB inh 7.2, SF-1 act -7.0, M1 antagonist -2.53, Jurkat viability -5.8, TNAP act mid DEA 0.8, tolC growth inh -10.3, D1 allo mod -1.27, NADH coupling 2.0%[fluoresces] and M1 ag -1.41.
`CCOc1ccc(C2CC(=O)c3c([nH]c(C(=O)OC)c3C)C2)cc1OC` (configuration not stated) gave HEK293 NFkB inh 7.8, SF-1 act 3.9, M1 antagonist -0.154, TNAP act mid DEA 1, tolC growth inh -9.1, D1 allo mod -0.882, NADH coupling 7.0% and M1 ag -0.134.
CC(C)(C)n1nc2c(c1NC(=O)CCCc1ccccc1)CS(=O)C2 (configuration not stated) was read as HEK293 NFkB inh 13.6, SF-1 act -6.5, M1 antagonist -0.511, Jurkat viability 3.3, TNAP act mid DEA 1, tolC growth inh -2.2, NADH coupling 2.0% and M1 ag -0.00357.
CC(=O)c1c(N2CCN(c3cccc(Cl)c3)CC2)nc(=S)n(-c2ccccc2)c1C was read as HEK293 NFkB inh 1.3, SF-1 act -6.7, M1 antagonist -0.44, Jurkat viability 0.7, TNAP act mid DEA 0.9, tolC growth inh 12.8, D1 allo mod 0.19, NADH coupling 3.0% and M1 ag -0.5.
Cc1ccc(S(=O)(=O)NC(CC(N)=O)C(=O)O)cc1 (configuration not stated) was read as HEK293 NFkB inh -0.3, SF-1 act 5.8, M1 antagonist 0.156, Jurkat viability -4.2, TNAP act mid DEA 1, tolC growth inh -10.0, NADH coupling 7.0% and M1 ag -0.275.
Screening CCc1ccccc1NC(=O)CSc1nc2n[nH]c(C)c2c(=N)n1-c1ccc(OC)cc1 returned HEK293 NFkB inh 20.2, SF-1 act 11.7, M1 antagonist 0.234, Jurkat viability 2.0, TNAP act mid DEA 1.1, tolC growth inh -4.5, D1 allo mod 3.47, NADH coupling 3.0% and M1 ag -0.0108.
For COc1ccccc1N1CCN(C(=O)c2cc(-c3ccc(C)cc3)on2)CC1 the results were HEK293 NFkB inh 11.1, SF-1 act -7.2, M1 antagonist -0.299, Jurkat viability -6.7, TNAP act mid DEA 0.9, tolC growth inh 85.6*, D1 allo mod 0.0361, NADH coupling 7.0% and M1 ag -0.0308.
For NC(=O)CSc1nnnn1CC(CC(=O)O)c1ccccc1 (configuration not stated) the results were HEK293 NFkB inh 6.5, SF-1 act 14.5, M1 antagonist -0.0132, Jurkat viability 1.5, tolC growth inh -35.4, D1 allo mod -0.0713, NADH coupling 8.0% and M1 ag 0.0895.
`CCOC(=O)CSc1nnc(-c2ccccc2NC(=O)c2ccccc2)o1` gave HEK293 NFkB inh 6.2, SF-1 act 3.4, M1 antagonist 0.0143, Jurkat viability -3.8, TNAP act mid DEA 1, tolC growth inh -13.8, D1 allo mod 0.998, NADH coupling 8.0% and M1 ag -0.0778.
For COc1ccc(S(=O)(=O)n2nc(-c3cc(OC)c(OC)c(OC)c3)cc2N)cc1OC the results were HEK293 NFkB inh 16.6, SF-1 act -10.2, M1 antagonist 0.0268, Jurkat viability 5.1, TNAP act mid DEA 0.9, tolC growth inh 8.4, D1 allo mod 1.91, NADH coupling 0.0% and M1 ag 0.221.
Screening COCCOC(=O)C1=C(C)N=C2SCCC(=O)N2C1c1ccc(C(=O)OC)cc1 (configuration not stated) returned HEK293 NFkB inh 12.4, SF-1 act -7.8, M1 antagonist -0.433, TNAP act mid DEA 1, tolC growth inh -19.1, D1 allo mod 0.331, NADH coupling 9.0% and M1 ag -0.471.
`CS(=O)(=O)N1CCC(C(=O)NCC2CCCO2)CC1` (configuration not stated) gave HEK293 NFkB inh 7.9, SF-1 act -10.8, M1 antagonist -1.27, Jurkat viability -4.0, TNAP act mid DEA 0.9, tolC growth inh -6.9, D1 allo mod -1.01, NADH coupling 3.0% and M1 ag -0.253.
CCOC(=O)N1CCC(NC(=O)CCc2c(C)nc3c(c(C)nn3C(C)(C)C)c2C)CC1 was read as HEK293 NFkB inh 9.1, SF-1 act 0.8, M1 antagonist -1.04*, Jurkat viability 6.7, TNAP act mid DEA 0.9, tolC growth inh 9.2, D1 allo mod -0.327, NADH coupling 7.0% and M1 ag -0.0719.
Screening COc1ccccc1Nc1ncc(C(C)=O)c(C)n1 returned HEK293 NFkB inh -0.2, SF-1 act 34.0, M1 antagonist -0.0613, Jurkat viability 1.4, TNAP act mid DEA 0.9, tolC growth inh -14.5, D1 allo mod 0.228, NADH coupling 5.0% and M1 ag -0.329.
For Cc1cccc(OCCCc2c(C)n[nH]c2C)c1 the results were HEK293 NFkB inh 0.7, SF-1 act 1.0, M1 antagonist 0.344, Jurkat viability 6.7, TNAP act mid DEA 0.9, tolC growth inh 16.9, D1 allo mod -0.162, NADH coupling 4.0% and M1 ag 0.934.
For O=C(CN1C(=O)c2cccc3cccc1c23)N1CCN(Cc2ccc3c(c2)OCO3)CC1 the results were HEK293 NFkB inh 17.8, SF-1 act -9.9, M1 antagonist -1.24, Jurkat viability -6.8, tolC growth inh 29.1, D1 allo mod 1.14, NADH coupling 7.0% and M1 ag -0.134.

3 entries out of the list, ordered by molar mass, lowest first:
Cc1ccc(S(=O)(=O)NC(CC(N)=O)C(=O)O)cc1 (configuration not stated) was read as HEK293 NFkB inh -0.3, SF-1 act 5.8, M1 antagonist 0.156, Jurkat viability -4.2, TNAP act mid DEA 1, tolC growth inh -10.0, NADH coupling 7.0% and M1 ag -0.275.
Screening CC1CN(C(=O)CSc2ncnc3sccc23)CC(C)O1 (configuration not stated) returned HEK293 NFkB inh 13.2, SF-1 act -7.1, M1 antagonist 0.429, Jurkat viability 4.0, TNAP act mid DEA 0.9, tolC growth inh -1.6, NADH coupling 3.0% and M1 ag -0.175.
`CCOC(=O)CSc1nnc(-c2ccccc2NC(=O)c2ccccc2)o1` gave HEK293 NFkB inh 6.2, SF-1 act 3.4, M1 antagonist 0.0143, Jurkat viability -3.8, TNAP act mid DEA 1, tolC growth inh -13.8, D1 allo mod 0.998, NADH coupling 8.0% and M1 ag -0.0778.
